NCOA3 inh: inhibits human SRC3 coactivator | Q9Y6Q9 | HEK293 GAL4-SRC3 luciferase reporter, luminescence | inhibition, % at 3.6 µM | actives 0.17% (n = 360,000) | AID 588352;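 active = inhibition above a per-campaign cutoff, the mean of all compounds plus 3 SD, cut at about 60% in these data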;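 note: 0% = DMSO-treated cells and 100% = gossypol-treated cells at 36 µM; higher means less SRC3-driven luciferase light from the GAL4 reporter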
ABHD5 PLIN5 PPI: ABHD5-PLIN5 protein interaction inhibition. Q00G26+Q8WTS1. Split G. princeps luciferase complementation, luminescence, 4 h. inhibition, % at 4 µM. actives 0.78% (n = 360,000);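 active = inhibition above the mean inhibition across every tested compound plus 3 SD, cut at about 22% in these data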;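 note: 0% = DMSO only wells and the 100% control is not disclosed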
Target sequence (Q00G26 whole entry, looked up): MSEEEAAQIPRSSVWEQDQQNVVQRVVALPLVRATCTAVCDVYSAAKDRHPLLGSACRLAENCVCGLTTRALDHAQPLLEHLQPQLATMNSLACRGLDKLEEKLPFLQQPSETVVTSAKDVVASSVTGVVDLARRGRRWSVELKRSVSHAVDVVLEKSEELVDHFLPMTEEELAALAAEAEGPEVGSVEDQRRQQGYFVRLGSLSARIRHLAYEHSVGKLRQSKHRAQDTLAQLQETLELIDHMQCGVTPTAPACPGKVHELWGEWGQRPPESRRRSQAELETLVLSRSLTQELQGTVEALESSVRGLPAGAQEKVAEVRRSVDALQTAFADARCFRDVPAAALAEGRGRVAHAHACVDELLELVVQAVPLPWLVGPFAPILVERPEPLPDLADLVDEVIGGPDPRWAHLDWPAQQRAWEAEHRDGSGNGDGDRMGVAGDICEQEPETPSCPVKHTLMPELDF
Target sequence (Q8WTS1 whole entry, looked up): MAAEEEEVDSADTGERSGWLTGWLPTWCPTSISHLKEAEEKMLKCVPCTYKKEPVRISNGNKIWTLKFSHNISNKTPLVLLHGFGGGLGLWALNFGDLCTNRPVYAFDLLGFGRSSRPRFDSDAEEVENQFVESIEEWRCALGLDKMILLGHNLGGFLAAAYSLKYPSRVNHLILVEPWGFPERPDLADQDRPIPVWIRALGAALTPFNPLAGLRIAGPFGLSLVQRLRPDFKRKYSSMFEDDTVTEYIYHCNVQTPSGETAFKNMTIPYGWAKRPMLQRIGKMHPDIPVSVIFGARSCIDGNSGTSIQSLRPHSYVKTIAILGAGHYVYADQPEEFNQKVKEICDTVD
NCOA2 inhibitor: human SRC2 (NCOA2) inhibition; Q15596; HEK293 GAL4-SRC2 luciferase reporter, luminescence; inhibition, % at 9 µM; actives 0.17% (n = 370,000); AID 651957;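 active = inhibition above the mean inhibition of all tested compounds plus 3 SD, set per campaign, cut at about 52% in these data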;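 note: 0% = DMSO treated cells and 100% = cells given Gossypol at 36 µM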
COUP-TFII inh: NR2F2 (human) inhibition, primary screen; P24468; HEK293T NGFI-A luciferase reporter, luminescence; inhibition, % at 8.6 µM; actives 0.7% (n = 370,000);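 active = inhibition above a per-plate cutoff, mean inhibition of test wells between control levels plus 3 SD, cut at about 38% in these data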;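 note: cells cotransfected with COUP-TFII expression vector driving the NGFI-A reporter; 0% = median of COUP-TF2 test wells and 100% = reporter-only cells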
EBV LMP1 NFkB: reduces LMP1-driven NF-kappaB luciferase signal. inhibition, % at 12.5 µM. actives 0.69% (n = 350,000). LMP1-induced NF-kappaB luciferase reporter cells, luminescence; in the data active = inhibition above about 41%;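 note: 0% = neutral control wells and 100% = reference inhibitor control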
SRC1 inh: inhibitors of human steroid receptor coactivator 1 (SRC1); Q15788; HEK293 GAL4-SRC1 luciferase reporter, luminescence; inhibition, % at 3.6 µM; actives 0.12% (n = 360,000);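 active = inhibition above the campaign mean plus 3 SD, with each screening campaign given its own cutoff, cut at about 60% in these data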;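 note: 0% = DMSO treated cells and 100% = gossypol at 36 µM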
TLR9-MyD88 inh: inhibitors of human TLR9-MyD88 binding; Q9NR96+Q99836; CHO BLA complementation TLR9-MyD88, CCF4 FRET ratio; inhibition, % at 4.98 µM; actives 0.21% (n = 340,000);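 active = inhibition above the mean over all tested compounds plus 3 SD, cut at about 21% in these data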;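 note: 0% = DMSO only wells and 100% = clavulanate BLA inhibitor control wells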
NOD2-RIPK2 inh: blocks binding of human NOD2 to RIPK2 | CHO BLA complementation NOD2-RIPK2, CCF4 ratio | actives 0.38% (n = 360,000) | inhibition, % at 4.98 µM; in the data active = inhibition above about 21%;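 note: 0% = vehicle only and 100% = reference blocker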
MC4R antagonist: antagonists of human melanocortin 4 receptor (MC4R) | MC4R-expressing cells, MTII-stimulated cAMP, LANCE TR-FRET | actives 0.48% (n = 360,000) | inhibition, % at 6.5 µM;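 active = inhibition above its plate's cutoff, the mean of tested wells on that plate plus 3 SD, cut at about 29% in these data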;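 note: 0% = Melanotan II alone and 100% = Melanotan II plus saturating MCL0020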
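System: U2OS-MC4R stable cell line; Technique: Eu-cAMP/anti-cAMP TR-FRET, emission 671 nm; Repeats: single well per compound; Also added: Melanotan II; Dosing: one concentration, 6.5 µM nominal; Schedule: 30-min compound, 1-h challenge, 1-h detection, room temperature.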
MC4R barr agon: activates human MC4R beta-arrestin recruitment. U2OS MC4R beta-arrestin complementation, luminescence; percent of melanotan II response, DMSO zero. actives 0.98% (n = 360,000). activation, % at 8.9 µM. P32245;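 active = activation above a per-plate cutoff, the mean activation of sample wells on that plate plus 3 SD, cut at about 8% in these data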
LRH-1 inv ag: NR5A2 inverse agonism in reporter assay; O00482; HEK293T StAR-luciferase reporter, LRH-1 transfected, 24 h; inhibition, % at 3.6 µM; actives 0.13% (n = 360,000); AID 602396;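 active = inhibition above the mean inhibition of all tested compounds plus 3 SD, cut at about 73% in these data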;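 note: 0% = DMSO wells and 100% = reporter-only cells lacking LRH-1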
Starred values were filed as active, the others as inactive; . = no result given. Some of the compounds tested; the hit share may differ from the screen's.

Each structure is followed by: MC4R antagonist | COUP-TFII inh | NCOA2 inhibitor | LRH-1 inv ag | EBV LMP1 NFkB | NOD2-RIPK2 inh | ABHD5 PLIN5 PPI | SRC1 inh | MC4R barr agon | TLR9-MyD88 inh | NCOA3 inh
CNc1c(NS(=O)(=O)c2ccc(Cl)cc2)c(=O)oc2ccccc12
  -14 | -1 | 7 | -10 | -3 | 3 | 1 | -7 | -1.2 | -7 | -1
Nc1ncnc2c1ncn2CCNCCc1ccccc1
  -10 | 3 | -23 | -8 | 1 | -3 | -4 | -2 | 1.4 | -5 | 16
CCOC(=O)C1(C)/C(=N/Nc2ccccc2)C(=O)C(=O)N1c1ccccc1 (configuration not stated)
  -4 | 3 | -12 | 1 | -1 | -3 | 2 | -8 | -4.3 | 6 | 24
COc1ccc(C(C)(O)c2nc(-c3ccc(C)c(C)c3)cs2)cc1 (configuration not stated)
  7 | -4 | 25 | 5 | . | -3 | -12 | -13 | 0.8 | . | 0
Cc1nn(CCCC(=O)Nc2c(F)cc(F)cc2Br)c(C)c1[N+](=O)[O-]
  12 | 3 | -16 | 0 | -2 | -8 | 1 | 0 | -0.5 | 0 | 10
Cc1ccc(S(=O)(=O)N2CCC(C(=O)OCC(=O)N3C(C)CCCC3C)CC2)cc1C (configuration not stated)
  6 | 13 | 3 | 11 | -10 | 3 | -12 | 3 | 0.1 | -8 | -13
Cc1nc(NC(C)C)c2cnn(CCc3ccccc3)c2n1
  4 | -22 | -33 | -75 | -10 | -5 | 3 | -29 | 1.1 | 8 | -76
Cc1ccc(Cl)cc1NC(=O)CN1CCN(C(=O)C2CCCO2)CC1 (configuration not stated)
  3 | -2 | 8 | -10 | 1 | -12 | 4 | 9 | -4.6 | -1 | -3
COc1ccccc1CN1CC(C(=O)NC2(c3ccccc3)CC2)CCC1=O (configuration not stated)
  2 | 6 | -27 | 0 | -3 | -1 | -1 | -5 | -3.5 | 0 | 1
CC(=O)C1=C(C)NC(SCC(N)=O)=C(C#N)C1CC(C)C (configuration not stated)
  4 | 7 | 18 | 3 | -3 | -10 | -7 | -1 | -0.7 | -7 | 17
CC(C)(C)NC(=O)c1ccc2c(c1)N(CC(=O)N1CCN(c3ccc(F)cc3)CC1)C(=O)C(C)(C)O2
  3 | 11 | -4 | 13 | -9 | 1 | 1 | -11 | -2.7 | 2 | 12
CCC(=O)Nc1ccc2oc(-c3cccc(C)c3)nc2c1
  -1 | -33 | -41 | -173 | -6 | -8 | 5 | -98 | -1.8 | 6 | -82
O=C(COC(=O)c1ccc2c(c1)OCO2)Nc1nc(-c2ccccc2)cs1
  8 | 5 | 3 | 13 | -8 | 2 | -2 | -19 | 0.2 | 0 | 14
OCC1(CCOc2ccccc2)CCN(Cc2ccc3c(c2)OCCO3)CC1
  6 | -12 | 1 | -8 | 2 | -4 | 2 | 8 | 0.5 | -10 | 13
CCC(NS(=O)(=O)c1ccc(C)cc1)C(=O)N1CCOCCOCCOCC1 (configuration not stated)
  27 | 3 | -34 | -11 | -9 | -12 | 6 | 1 | -0.1 | -6 | 4

Record cards, from the list above. Screens in order: MC4R antagonist | COUP-TFII inh | NCOA2 inhibitor | LRH-1 inv ag | EBV LMP1 NFkB | NOD2-RIPK2 inh | ABHD5 PLIN5 PPI | SRC1 inh | MC4R barr agon | TLR9-MyD88 inh | NCOA3 inh
`CNc1c(NS(=O)(=O)c2ccc(Cl)cc2)c(=O)oc2ccccc12` as listed: -14 | -1 | 7 | -10 | -3 | 3 | 1 | -7 | -1.2 | -7 | -1
`CCC(=O)Nc1ccc2oc(-c3cccc(C)c3)nc2c1` as listed: -1 | -33 | -41 | -173 | -6 | -8 | 5 | -98 | -1.8 | 6 | -82
`CCOC(=O)C1(C)/C(=N/Nc2ccccc2)C(=O)C(=O)N1c1ccccc1` (configuration not stated) as listed: -4 | 3 | -12 | 1 | -1 | -3 | 2 | -8 | -4.3 | 6 | 24
`O=C(COC(=O)c1ccc2c(c1)OCO2)Nc1nc(-c2ccccc2)cs1` as listed: 8 | 5 | 3 | 13 | -8 | 2 | -2 | -19 | 0.2 | 0 | 14
`CCC(NS(=O)(=O)c1ccc(C)cc1)C(=O)N1CCOCCOCCOCC1` (configuration not stated) as listed: 27 | 3 | -34 | -11 | -9 | -12 | 6 | 1 | -0.1 | -6 | 4

(listing goes on)
Each structure is followed by: MC4R antagonist | COUP-TFII inh | NCOA2 inhibitor | LRH-1 inv ag | EBV LMP1 NFkB | NOD2-RIPK2 inh | ABHD5 PLIN5 PPI | SRC1 inh | MC4R barr agon | TLR9-MyD88 inh | NCOA3 inh
CN1CCn2cnc(C(=O)NCC(=O)OC(C)(C)C)c2C1=O
  6 | 6 | -25 | -1 | 7 | -18 | 0 | -10 | 0.5 | 12 | -4
COc1ccccc1CCN1CCCC(CN(C)CC(C)(C)CO)C1 (configuration not stated)
  0 | 7 | -23 | 2 | -38 | -9 | 7 | 5 | 1.9 | -5 | -3
CC(=O)Nc1ccc(OCC(=O)N2CCc3ccccc3C2)cc1
  1 | -37 | -17 | 5 | 9 | 1 | -10 | 11 | -1.1 | -10 | -50
Cc1ccc(S(=O)(=O)CC(=O)Nc2ccc(Cl)cn2)cc1
  -2 | 15 | -3 | 3 | -6 | -9 | 0 | -17 | -1.8 | 4 | 8
Cn1c(CCNC(=O)C(C)(C)C)nc2ccccc21
  2 | -9 | -5 | -6 | 4 | 1 | -7 | -3 | -1.2 | -1 | -2
O=C(Nc1cccc(Cl)c1N1CCCC1)c1cccc(-c2cc3ccccc3oc2=O)c1
  -2 | -31 | -25 | -65 | -9 | 1 | -9 | -45 | 0.0 | 7 | -27
O=S(=O)(NCC(c1cccnc1)N1CCN(Cc2ccccc2)CC1)c1ccccc1 (configuration not stated)
  -2 | -39 | -4 | 22 | 3 | -4 | 7 | 6 | 0.6 | 1 | 5
Cc1ccc2cc(CCNC(=O)c3ccc(S(=O)(=O)N4CCCCC4)cc3)c(=O)[nH]c2c1
  16 | 0 | -15 | 4 | 3 | -3 | -4 | -2 | -1.0 | -4 | 3
NC(=S)c1ncc(C(F)(F)F)cc1Cl
  -2 | 12 | -7 | 11 | -4 | 0 | -3 | 7 | 2.5 | -2 | 13
Cc1c2n(c3ccccc13)CCC2=O
  0 | 5 | -24 | 5 | -9 | -1 | 11 | 6 | -0.8 | 8 | 14
O=C(N/N=C/c1ccc(OC2CSC2)cc1)c1ccc(CN2CCOCC2)cc1
  -3 | 7 | -19 | 30 | -4 | 6 | -8 | -3 | -2.1 | -6 | 27
O=C(C1CCN(S(=O)(=O)c2cccnc2)CC1)N1CCN(c2cccc(Cl)c2)CC1
  10 | 16 | -15 | 6 | 14 | -3 | 3 | 0 | 0.3 | 0 | 0
CC(=O)c1cccc(NC(=O)CNC(=O)c2cc3ccccc3o2)c1
  4 | -14 | -4 | 9 | -12 | -13 | 7 | 10 | 0.6 | 6 | 1
Nc1ccccc1C(=O)NNC(=O)C(=O)/C=C(\O)c1ccccc1
  12 | -15 | -29 | -45 | . | -2 | -6 | -47 | -1.6 | . | -19
COc1ccc(Cn2c(-c3ccc(OC)cc3)nc3ccccc32)cc1
  4 | 15 | -5 | 16 | 0 | 1 | 2 | 7 | 0.2 | 2 | 2

(next part)
Each structure is followed by: MC4R antagonist | COUP-TFII inh | NCOA2 inhibitor | LRH-1 inv ag | EBV LMP1 NFkB | NOD2-RIPK2 inh | ABHD5 PLIN5 PPI | SRC1 inh | MC4R barr agon | TLR9-MyD88 inh | NCOA3 inh
COc1ccc(-c2cnc3ccccc3n2)cc1NC(=O)CNC(=O)c1ccccc1
  12 | -45 | -17 | -111 | -17 | -6 | 0 | -102 | 3.8 | 2 | -59
Cc1onc(-c2c(Cl)cccc2Cl)c1C(O)c1ccc(F)cc1 (configuration not stated)
  4 | 7 | -33 | -7 | -4 | -3 | 2 | 7 | 1.4 | -5 | 16
CN1C(=O)c2ccccc2CC12c1ccccc1C(=O)N2C (configuration not stated)
  6 | 7 | -9 | 2 | -5 | 5 | 5 | -7 | -1.7 | 5 | -20
O=C(C[n+]1cc(-c2ccc(F)cc2)n2c1CCC2)Nc1nc(-c2ccccc2)cs1
  9 | -1 | -49 | 4 | -3 | -7 | 16 | 0 | -2.3 | -6 | 5
CCOC(=O)CSc1nnc(CNc2nc(-c3ccccc3)cs2)n1C
  4 | 8 | -4 | 14 | 1 | -3 | -6 | -4 | 0.1 | -2 | -1
CCCCCNC(=O)CN(c1ccc2c(c1)OCO2)S(C)(=O)=O
  -1 | -21 | -4 | 10 | 2 | -8 | -4 | 9 | -1.9 | -5 | 2
CCC1CCCCN1C(=O)CSc1nnc2nc(C)cc(C)n12 (configuration not stated)
  6 | 0 | 4 | -5 | -3 | -4 | -2 | 2 | 0.6 | -4 | 0
CC(C)(C)c1ccc(/C=C/C(=O)NC2CCS(=O)(=O)C2)cc1 (configuration not stated)
  -11 | -6 | -19 | -2 | -16 | 4 | 3 | 14 | 0.2 | -4 | -2
COc1ccc(CN2C(CC(=O)Nc3cccnc3)c3ccc(C(F)(F)F)cc3S2(=O)=O)cc1 (configuration not stated)
  6 | -2 | 22 | -3 | -2 | -10 | 0 | 5 | -1.6 | -3 | -1
COc1ccc(C(=O)N/N=C(\C)c2ccc(NC(=O)Cc3ccccc3)cc2)c(OC)c1
  14 | -16 | -53 | -79 | -5 | -10 | 1 | -51 | -0.4 | -5 | -43
COc1ccccc1OCC(=O)N1CCN(C(=O)COc2ccccc2OC)CC1
  5 | 14 | -7 | -6 | 5 | -11 | -2 | -15 | -1.9 | 1 | -10
COc1ccc(CN2C(=O)C(CC(=O)NCCN3CCOCC3)CC(C(=O)N3CCOCC3)=C2C)cc1 (configuration not stated)
  8 | 16 | -1 | 3 | 2 | 15 | 1 | 2 | -2.6 | -1 | 7
OCC1(CCc2ccccc2)CCCN(C/C=C/c2ccccc2)C1 (configuration not stated)
  0 | 10 | -9 | -3 | -4 | 5 | 3 | 11 | 4.2 | -4 | 5

Only COUP-TFII inh, NCOA2 inhibitor and NOD2-RIPK2 inh, for some of the entries so far:
smiles | COUP-TFII inh | NCOA2 inhibitor | NOD2-RIPK2 inh
CC(C)(C)c1ccc(/C=C/C(=O)NC2CCS(=O)(=O)C2)cc1 (configuration not stated) | -6 | -19 | 4
COc1ccc(CN2C(CC(=O)Nc3cccnc3)c3ccc(C(F)(F)F)cc3S2(=O)=O)cc1 (configuration not stated) | -2 | 22 | -10

Bioassay records deposited in PubChem BioAssay by several laboratories.
